# Compound activity deposited in PubChem BioAssay by Broad Institute.
# ERp5 block – ERp5 (human) disulfide isomerase inhibition; AID 651711; ERp5 insulin aggregation, absorbance 650 nm, 90 min; inhibition, % at 9.99 µM; actives 0.05% (n = 350,000); Q15084;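 active = mean replicate inhibition above about 25%, with every replicate also reaching it, limit read from the data, passing the limit was not always enough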
# Target sequence (Q15084 whole entry, looked up): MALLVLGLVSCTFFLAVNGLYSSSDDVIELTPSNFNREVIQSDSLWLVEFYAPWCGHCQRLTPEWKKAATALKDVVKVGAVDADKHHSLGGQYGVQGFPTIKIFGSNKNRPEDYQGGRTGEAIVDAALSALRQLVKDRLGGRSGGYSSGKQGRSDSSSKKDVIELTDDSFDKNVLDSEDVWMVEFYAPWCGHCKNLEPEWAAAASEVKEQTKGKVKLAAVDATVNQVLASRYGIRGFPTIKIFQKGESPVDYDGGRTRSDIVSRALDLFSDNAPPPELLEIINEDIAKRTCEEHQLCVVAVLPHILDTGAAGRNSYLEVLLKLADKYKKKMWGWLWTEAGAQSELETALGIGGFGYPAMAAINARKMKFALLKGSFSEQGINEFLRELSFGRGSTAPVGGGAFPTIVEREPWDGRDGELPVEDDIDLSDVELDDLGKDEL
# esBAF inh – blocks esBAF chromatin remodeling in mouse ES cells | actives 2% (n = 350,000) | reporter increase, % at 12.5 µM | Bmi1-luciferase knock-in reporter, 24 h; 100% = twice the neutral-well signal; in the data active = activation above about 40%;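 note: 0% = median of the plate's neutral control wells and 100% = double that signal; a rise in the Bmi1 reporter signal indicates esBAF inhibition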
# E-selectin induc – induces E-selectin expression in human endothelial cells; P16581; activation, % at 7.58 µM; HUVEC E-selectin immunofluorescence imaging; normalized: neutral wells 0, TNF-alpha wells 100; actives 0.37% (n = 260,000);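 active = mean E-selectin-positive cell signal at least 10% of the positive control, reached in at least 60% of replicates, without over 20% cell loss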;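 note: in these data hits start at about 27%; measured in HUVEC primary endothelial cells; signal is the percent of cells scored E-selectin positive by PE staining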
# Target sequence (P16581 whole entry, looked up): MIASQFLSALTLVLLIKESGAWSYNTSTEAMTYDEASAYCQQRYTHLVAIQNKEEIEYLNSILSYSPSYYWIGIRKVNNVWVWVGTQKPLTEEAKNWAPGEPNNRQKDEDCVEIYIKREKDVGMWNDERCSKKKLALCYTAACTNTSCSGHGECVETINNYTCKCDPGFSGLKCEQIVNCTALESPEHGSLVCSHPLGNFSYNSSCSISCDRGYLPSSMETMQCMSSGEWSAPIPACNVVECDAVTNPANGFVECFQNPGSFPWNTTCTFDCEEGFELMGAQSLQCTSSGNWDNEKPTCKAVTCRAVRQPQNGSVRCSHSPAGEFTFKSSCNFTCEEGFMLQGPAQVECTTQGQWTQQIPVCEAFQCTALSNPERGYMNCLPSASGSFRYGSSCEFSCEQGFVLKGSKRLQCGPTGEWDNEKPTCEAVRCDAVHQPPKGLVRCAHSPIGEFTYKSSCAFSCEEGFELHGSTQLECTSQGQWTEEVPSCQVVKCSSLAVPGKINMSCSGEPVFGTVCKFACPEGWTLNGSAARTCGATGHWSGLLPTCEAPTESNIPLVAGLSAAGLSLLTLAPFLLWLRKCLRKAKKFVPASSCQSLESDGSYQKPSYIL
#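 Assay system: HUVEC, human umbilical vein endothelial cells / Amount: 3,000 HUVEC/well / Controls: TNF-alpha positive control, DMSO neutral control / Compound dosing: single concentration / Medium: EGM-2 over gelatin coat / Evaluation: percent E-selectin-positive cells / Signal: immunofluorescence imaging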
# ARNT-TACC3 inh – ARNT/TACC3 interaction disruption; Q9Y6A5; AlphaScreen His-ARNT PAS-B/GST-TACC3 binding, luminescence; TACC3 fragment carries E629A point mutation; inhibition, % at 9.99 µM; actives 0.66% (n = 390,000);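 active = mean inhibition of replicates at least 50% and at least half of replicates each reaching 50%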;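 note: 0% = complete ARNT plus TACC3 wells and 100% = ARNT alone without TACC3; many hits fall short of the cut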
# * marks the source's active call; other numbers are inactive results; . = not tested or not shown. This is a subset; count on the stated rates, not on these rows.
canonical_smiles,esBAF inh,ARNT-TACC3 inh,ERp5 block,E-selectin induc
COc1ccccc1N=c1sc2ccccc2n1C,12,-2,.,.
O=C(C1CCCC1)N1[C@@H]2CNc3ccccc3[C@@H]2[C@@H]1CO,0,.,-1,.
CNC[C@@H]1Oc2c(NC(=O)c3cnccn3)cccc2C(=O)N([C@@H](C)CO)C[C@@H]1C,-10,.,.,-0.1
C[C@@H]1CN([C@H](C)CO)C(=O)Cc2cc(NS(=O)(=O)c3ccc(Cl)cc3)ccc2O[C@@H]1CN(C)Cc1ccc(-c2ccccc2)cc1,1,.,.,-0.3
CO[C@H]1CN(C)C(=O)c2ccc(NC(C)=O)cc2OC[C@H](C)N(C(=O)CC2CC2)C[C@H]1C,-3,.,.,-0.2
Cc1ccccc1-c1ccc2c(c1)O[C@H](CN(C)C(=O)Nc1ccc(F)cc1)[C@H](C)CN([C@@H](C)CO)S2(=O)=O,-2,.,.,-0.2
CO[C@H]1CN(C)C(=O)c2ccc(NC(=O)C3CCC3)cc2OC[C@H](C)N(CC2CCCCC2)C[C@H]1C,1,.,.,0.1
CC(C)NC(=O)N(C)C[C@H]1Oc2ncc(C#CC3CCCCC3)cc2C(=O)N([C@H](C)CO)C[C@H]1C,-2,.,.,0.2
C[C@H](CO)N1C[C@H](C)[C@H](CN(C)C(=O)C2CC2)Oc2cc(-c3ccc(F)cc3)ccc2S1(=O)=O,2,.,.,-0.1
CCCN1C[C@H](C)[C@@H](OC)CN(C)C(=O)c2cc(NC(=O)c3cccc(OC)c3)ccc2OC[C@H]1C,0,.,.,1.3
C[C@@H]1CN([C@H](C)CO)S(=O)(=O)c2ccc(C#CCN(C)C)cc2O[C@@H]1CN(C)S(=O)(=O)c1cccc(F)c1,-2,.,.,0.1
Cc1noc(C)c1S(=O)(=O)N(C)C[C@H]1Oc2ccc(NS(=O)(=O)c3ccc(F)cc3)cc2C(=O)N([C@@H](C)CO)C[C@H]1C,0,.,.,-7.0
CCCN1C[C@H](C)[C@@H](OC)CN(C)C(=O)c2cc(NC(=O)CC)ccc2OC[C@H]1C,-3,.,.,-0.1
C[C@@H]1CN([C@@H](C)CO)C(=O)CCCn2cc(nn2)CO[C@@H]1CN(C)Cc1ccncc1,1,.,.,0.2
CO[C@H]1CN(C)C(=O)c2cc(NC(=O)Nc3cccc(Cl)c3)ccc2OC[C@H](C)N(C(=O)Nc2c(C)noc2C)C[C@@H]1C,0,.,.,-0.1

# Complete entries as entered above. Order of screens: esBAF inh	ARNT-TACC3 inh	ERp5 block	E-selectin induc
# Shown for CC(C)NC(=O)N(C)C[C@H]1Oc2ncc(C#CC3CCCCC3)cc2C(=O)N([C@H](C)CO)C[C@H]1C = -2	.	.	0.2
# Shown for CO[C@H]1CN(C)C(=O)c2ccc(NC(C)=O)cc2OC[C@H](C)N(C(=O)CC2CC2)C[C@H]1C = -3	.	.	-0.2

# Next entries.
canonical_smiles,esBAF inh,ARNT-TACC3 inh,ERp5 block,E-selectin induc
C[C@@H]1CN([C@H](C)CO)C(=O)CCCn2nncc2CO[C@@H]1CN(C)Cc1ccc2c(c1)OCCO2,-11,.,.,-0.1
COCC#Cc1ccc2c(c1)O[C@@H](CN(C)CC1CCCCC1)[C@H](C)CN([C@@H](C)CO)S2(=O)=O,-4,.,.,-0.1
C[C@@H]1CN([C@@H](C)CO)C(=O)CCCn2nncc2CO[C@@H]1CN(C)Cc1ccc(Oc2ccccc2)cc1,1,.,.,-0.1
CO[C@@H]1CN(C)C(=O)c2cc(NC(=O)Nc3ccc(Cl)cc3)ccc2OC[C@H](C)N(C)C[C@H]1C,3,.,.,-0.3
C[C@@H]1CN([C@@H](C)CO)C(=O)CCCn2nncc2CO[C@@H]1CN(C)Cc1cccnc1,1,.,.,0.3
C[C@H]1CN([C@@H](C)CO)C(=O)c2cc(NS(=O)(=O)c3ccc(Cl)cc3)ccc2O[C@H]1CN(C)S(C)(=O)=O,-2,.,.,-1.1
C[C@@H]1CN([C@@H](C)CO)C(=O)c2cc(NS(C)(=O)=O)ccc2O[C@@H](C)CCCCO[C@@H]1CN(C)CC1CCCCC1,-1,.,.,0.3
CO[C@H]1CN(C)C(=O)c2cc(NC(=O)Nc3cc(F)ccc3F)ccc2OC[C@@H](C)N(C(=O)c2ccccn2)C[C@@H]1C,-3,.,.,0.0
CC(C)NC(=O)N(C)C[C@@H]1OCCCC[C@@H](C)Oc2ccc(NC(=O)c3ccncc3)cc2C(=O)N([C@H](C)CO)C[C@H]1C,5,.,.,0.0
C[C@@H]1CN([C@@H](C)CO)C(=O)c2cccc(NS(=O)(=O)c3ccc(Cl)cc3)c2O[C@@H]1CN(C)S(=O)(=O)c1ccc(F)cc1,-4,.,.,-0.4
C[C@@H]1CN([C@@H](C)CO)C(=O)c2cc(NS(=O)(=O)c3ccccc3)ccc2O[C@H]1CN(C)S(=O)(=O)c1ccc(F)cc1,-1,.,.,-0.4
C[C@@H]1CN([C@H](C)CO)C(=O)CCCn2cc(nn2)CO[C@@H]1CN(C)C(=O)C1CCCCC1,1,.,.,0.1
C[C@@H]1CN([C@H](C)CO)C(=O)c2cccc(NS(=O)(=O)c3ccc(Cl)cc3)c2O[C@H]1CN(C)C(=O)Nc1ccc(F)cc1,-2,.,.,0.2
CCCN1C[C@H](C)[C@@H](OC)CN(C)C(=O)c2ccc(NC(=O)CC)cc2OC[C@@H]1C,-3,.,.,-0.1
CC(=O)Nc1ccc2c(c1)C(=O)N(C)[C@H]1CC[C@H](CC(=O)Nc3ccc4c(c3)CCC4)O[C@@H]1CO2,7,.,.,0.1

# An excerpt of these results, with two lines to a compound:
# Results follow in this order: esBAF inh | ARNT-TACC3 inh | ERp5 block | E-selectin induc
CNC[C@@H]1Oc2c(NC(=O)c3cnccn3)cccc2C(=O)N([C@@H](C)CO)C[C@@H]1C
→ -10 | . | . | -0.1
C[C@@H]1CN([C@H](C)CO)C(=O)Cc2cc(NS(=O)(=O)c3ccc(Cl)cc3)ccc2O[C@@H]1CN(C)Cc1ccc(-c2ccccc2)cc1
→ 1 | . | . | -0.3
CO[C@H]1CN(C)C(=O)c2ccc(NC(C)=O)cc2OC[C@H](C)N(C(=O)CC2CC2)C[C@H]1C
→ -3 | . | . | -0.2

# Further records
canonical_smiles,esBAF inh,ARNT-TACC3 inh,ERp5 block,E-selectin induc
C[C@H](CO)N1C[C@H](C)[C@@H](CN(C)Cc2cccnc2)OCc2cn(nn2)CCCC1=O,-2,.,.,-0.2
CO[C@@H]1CN(C)C(=O)c2ccc(NC(C)=O)cc2OC[C@H](C)N(C(=O)c2cnccn2)C[C@H]1C,-4,.,.,-0.1
C[C@H](CO)N1C[C@H](C)[C@@H](CN(C)C(=O)c2ccccc2F)Oc2cc(-c3ccccc3)ccc2S1(=O)=O,9,.,.,0.1
O=C(NCc1ccccc1)[C@H]1[C@H](CO)[C@H]2Cn3c(ccc(-c4cccnc4)c3=O)[C@H]2N1Cc1cocn1,-5,.,.,-0.5
O=C(NCC[C@H]1CC[C@@H](NS(=O)(=O)Cc2ccccc2)[C@@H](CO)O1)C1CCC1,-1,.,.,-0.4
C[C@H]1CN([C@@H](C)CO)C(=O)CCCn2nncc2CO[C@@H]1CN(C)C(=O)Nc1cccc(F)c1,-2,.,.,0.2
C[C@H](CO)N1C[C@H](C)[C@H](CN(C)S(=O)(=O)c2ccc(F)cc2)Oc2c(NS(C)(=O)=O)cccc2C1=O,4,.,.,20
COc1ccccc1C(=O)Nc1ccc2c(c1)OC[C@@H](C)N(CC1CC1)C[C@H](C)[C@H](OC)CN(C)C2=O,-3,.,.,0.2
CC(C)NC(=O)N(C)C[C@H]1OCc2cn(nn2)CCCC(=O)N([C@H](C)CO)C[C@H]1C,-2,.,.,-0.1
Cc1ccc(S(=O)(=O)Nc2ccc3c(c2)C(=O)N([C@@H](C)CO)C[C@@H](C)[C@@H](CN(C)Cc2ccc(C(F)(F)F)cc2)O3)cc1,-1,.,.,0.0
NCC[C@H]1CC[C@H](NC(=O)c2ccccc2F)[C@H](CO)O1,1,.,.,0.0
C[C@@H]1CN([C@@H](C)CO)C(=O)c2cc(NC(=O)CCCN(C)C)ccc2O[C@@H](C)CCCCO[C@@H]1CN(C)C,-9,.,.,-0.1
C[C@H](CO)N1C[C@H](C)[C@H](CN(C)S(C)(=O)=O)Oc2ccc(NS(=O)(=O)c3ccc(Cl)cc3)cc2C1=O,-2,.,.,-2.4
CO[C@@H]1CN(C)C(=O)c2ccc(NC(C)=O)cc2OC[C@H](C)N(Cc2ccccc2F)C[C@@H]1C,-1,.,.,-0.2
C[C@H]1CN([C@@H](C)CO)C(=O)Cc2cc(NS(=O)(=O)c3ccc(F)cc3)ccc2O[C@@H]1CN(C)Cc1ccc(-c2ccccc2)cc1,5,.,.,-0.3
C[C@@H](NC(=O)C[C@H]1CC[C@@H]2[C@@H](COc3ccc(NC(=O)C4CCOCC4)cc3C(=O)N2C)O1)c1ccccc1,-3,.,.,1.1
COc1ccc(NC(=O)N(C)C[C@@H]2Oc3ccc(NC(=O)Cc4ccccc4)cc3CC(=O)N([C@@H](C)CO)C[C@H]2C)cc1,0,.,.,-8.4
C[C@@H]1CCCCO[C@H](CN(C)S(=O)(=O)c2cn(C)cn2)[C@H](C)CN([C@H](C)CO)C(=O)c2cc(N(C)C)ccc2O1,-4,.,.,-0.1
Cc1nc2ccccc2n1S(=O)(=O)c1ccc(Br)cc1,0,.,.,0.0
C[C@@H]1CN([C@@H](C)CO)C(=O)c2cccc(NC(=O)Nc3ccc(F)cc3)c2O[C@@H]1CN(C)S(=O)(=O)c1cn(C)cn1,-1,.,.,-9.4
CCCNC(=O)N1C[C@H](C)[C@H](OC)CN(C)C(=O)c2cc(NC(=O)C3CCC3)ccc2OC[C@@H]1C,-3,.,.,-0.3
C[C@@H]1CCCCO[C@H](CN(C)C)[C@H](C)CN([C@@H](C)CO)C(=O)c2cc(NC(=O)Nc3ccc4c(c3)OCO4)ccc2O1,1,.,.,0.0
C[C@H](CO)N1C[C@H](C)[C@H](CN(C)Cc2cccnc2)Oc2cc(-c3cccnc3)ccc2S1(=O)=O,-5,.,.,-0.1
CCN(CC)S(=O)(=O)c1cc(C(=O)OCC(=O)NC2CCCc3ccccc32)ccc1C (centres undefined),0,.,.,0.0
CC(C)NC(=O)Nc1ccc2c(c1)C(=O)N([C@H](C)CO)C[C@H](C)[C@H](CN(C)C(=O)C1CCCCC1)OCCCC[C@@H](C)O2,1,.,.,-0.1
CCC(=O)Nc1ccc2c(c1)C(=O)N(C)C[C@H](OC)[C@@H](C)CN(C(=O)CN(C)C)[C@H](C)CO2,1,.,.,-0.2
CNC[C@@H]1Oc2ccc(NC(=O)Nc3c(C)noc3C)cc2CC(=O)N([C@@H](C)CO)C[C@H]1C,0,.,.,0.0
C[C@@H]1CN([C@@H](C)CO)S(=O)(=O)c2ccc(-c3cncnc3)cc2O[C@@H]1CN(C)Cc1ccc(Oc2ccccc2)cc1,-9,.,.,-0.3
CN1C(=O)c2cc(NC(=O)c3ccc(Cl)cc3)ccc2OC[C@H]2O[C@H](CC(=O)O)CC[C@@H]21,3,.,.,0.2
C[C@@H](NC(=O)C[C@H]1CC[C@H]2[C@H](COc3ccc(NC(=O)C4CCOCC4)cc3C(=O)N2C)O1)c1ccccc1,-2,.,.,0.4
CCCC#Cc1ccc2c(c1)O[C@H](CN(C)Cc1ccccc1)[C@@H](C)CN([C@@H](C)CO)S2(=O)=O,-7,.,.,0.7
C[C@@H]1CN([C@@H](C)CO)C(=O)CCCn2cc(nn2)CO[C@@H]1CN(C)C,3,.,.,0.1
CCCC(=O)Nc1ccc2c(c1)C(=O)N(C)C[C@@H](OC)[C@@H](C)CN(C(=O)CC)[C@H](C)CO2,-2,.,.,0.0
C[C@@H]1CCCCO[C@@H](CN(C)C(=O)Nc2cccc3ccccc23)[C@@H](C)CN([C@H](C)CO)C(=O)c2cc(N(C)C)ccc2O1,1,.,.,-0.2
CO[C@@H]1CC[C@H]2CCOc3ccc(C#N)cc3C(=O)N(C)C[C@H](c3ccccc3)CC(=O)N(C)C[C@H]1O2,0,.,.,0.2

# Of the compounds above, these contain an aryl methoxy group:
canonical_smiles,esBAF inh,ARNT-TACC3 inh,ERp5 block,E-selectin induc
COc1ccccc1N=c1sc2ccccc2n1C,12,-2,.,.
CCCN1C[C@H](C)[C@@H](OC)CN(C)C(=O)c2cc(NC(=O)c3cccc(OC)c3)ccc2OC[C@H]1C,0,.,.,1.3
COc1ccccc1C(=O)Nc1ccc2c(c1)OC[C@@H](C)N(CC1CC1)C[C@H](C)[C@H](OC)CN(C)C2=O,-3,.,.,0.2
COc1ccc(NC(=O)N(C)C[C@@H]2Oc3ccc(NC(=O)Cc4ccccc4)cc3CC(=O)N([C@@H](C)CO)C[C@H]2C)cc1,0,.,.,-8.4
